Screening results from PubChem.
mcGAS RapidFire: blocks mouse cGAS cGAMP production; 130,000 tested, 0.18% active; inhibition, % at 12.5 µM; AID 1259397; recombinant mouse cGAS, cGAMP by RapidFire MS;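 active means inhibition of cGAS enzyme activity at or above 60%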;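 further: enzyme stimulated by 45 bp dsDNA with ATP and GTP substrates; cGAMP share of summed cGAMP plus half ATP and half GTP signals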
Target sequence (Q8C6L5 whole entry, looked up): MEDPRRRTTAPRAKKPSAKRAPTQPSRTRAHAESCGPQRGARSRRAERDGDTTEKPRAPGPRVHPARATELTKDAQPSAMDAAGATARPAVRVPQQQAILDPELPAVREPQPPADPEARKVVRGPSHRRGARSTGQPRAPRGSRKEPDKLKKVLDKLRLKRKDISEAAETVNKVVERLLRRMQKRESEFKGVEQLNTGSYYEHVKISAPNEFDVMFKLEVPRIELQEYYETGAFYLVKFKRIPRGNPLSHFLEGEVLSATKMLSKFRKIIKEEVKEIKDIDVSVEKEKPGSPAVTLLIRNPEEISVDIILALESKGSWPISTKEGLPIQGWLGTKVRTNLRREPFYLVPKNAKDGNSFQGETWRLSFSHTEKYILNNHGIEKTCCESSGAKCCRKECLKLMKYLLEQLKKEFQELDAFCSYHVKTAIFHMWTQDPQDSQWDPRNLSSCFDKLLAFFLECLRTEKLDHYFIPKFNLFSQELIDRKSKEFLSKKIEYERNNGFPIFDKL
* hit, by the source's call; & = joins results of further samples. This is a subset (hit frequency here may not be typical).

item	Compound	mcGAS RapidFire
1	Cc1nc(C2CCNCC2)cc(N2[C@@H]3CC[C@H]2CC(O)C3)n1 (some centres undefined)	-3
2	CN(C)CCOC(c1ccccc1)c1ccccc1	-2&3&4
3	CCOc1c(Br)cc(F)cc1NC(=O)c1cc(C)oc1C	-1
4	C=C(C)COc1ccc2oc(C(C)(C)C)c(C(=O)O)c2c1	-8
5	Cc1nccn1-c1cc(NCCNC(=O)Nc2cccc(C(F)(F)F)c2)ncn1	2
6	CCC1(c2ccccc2)NC(=S)N(C)N1 (centres undefined)	0
7	CC=CCn1c(=O)c2c(nc3n2CC(C)=NN3CCN2CCOCC2)n(C)c1=O	-1
8	O=c1c2ccccc2nc(SCc2cc(=O)n3ccccc3n2)n1-c1ccc2c(c1)OCO2	-8
9	Cc1[nH]cnc1-c1nccn1Cc1cccc(-n2cccn2)c1	6
10	Cc1ncsc1C(=O)N1CCOC(Cc2cccc(C(F)(F)F)c2)C1 (centres undefined)	-2
11	COc1ccc(C(CNC(=O)C2CC(=O)N(Cc3ccccc3)C2)N2CCCC2)cc1 (centres undefined)	-2
12	Cc1c(C(=O)N2CCCC(C(=O)N3CCCCC3)C2)cnn1-c1cccc(Cl)c1 (centres undefined)	-2
13	CCCNCc1cc(-c2cc(C)ccc2C)on1	-1
14	Cc1[nH]c2ccccc2c1C1=CN2CCS(=O)(=O)N=C2S1	-6
15	c1nc(N2CCC(OCCN3CCCCC3)C2)c2ccsc2n1 (centres undefined)	-37
16	COc1cc(NC(=O)Nn2cnnc2)cc(OC)c1OC	-9&9
17	Cc1ccc(Nc2nc(N3CCN(c4ccc(F)cc4)CC3)nc3nccnc23)cc1Cl	-5
18	CCN(Cc1noc(C)n1)C(=O)c1cnc(Nc2ccccc2)nc1	-21
19	CCc1ccc(-c2cnc(C3CC(=O)N(C(C)C)C3)[nH]2)cc1 (centres undefined)	1
20	COc1ccc(N2CCN(C(=O)C3CCCCC3C(=O)Nc3cccc(-c4ccnc(C)n4)c3)CC2)cc1 (centres undefined)	1
21	O=C(c1cc(CN2CCc3ccccc3C2)on1)N1CCCCC1CCO (centres undefined)	14
22	COCCn1c(=NC(=O)C2=COCCO2)sc2cc(C)ccc21	-6
23	O=S1(=O)CCN2C=Nc3sc4c(c3C2=N1)CCCC4	-9
24	CC1CN(C)c2ccccc2CN1C(=O)NCCc1ccccn1 (centres undefined)	-16
25	CCN(CC)Cc1ccc(C(=O)NCc2cccnc2N2CCOCC2)o1	-11
26	CN(C)C1CCN(C(=O)CC2c3ccccc3CCc3ccccc32)C1 (centres undefined)	-15
27	CC(=O)OCC(=O)NCCCOc1cccc(CN2CCCCC2)c1	-8&-3&4
28	OCCC1CN(Cc2cccc3c2OCO3)CCN1Cc1ccccc1F (centres undefined)	-5
29	CCNC(=O)NC(=O)CSc1nc(C(C)C)n(-c2ccccc2)n1	-6
30	O=C(CSc1nnc(CNC(=O)c2ccco2)n1-c1ccc(Br)cc1)Nc1ccccc1F	-7
31	COc1ccccc1N1CCN(c2nc(Nc3cc(C)ccc3C)c3nccnc3n2)CC1	-14
32	Cc1cc(C=C(C#N)S(=O)(=O)c2ccc(Br)cc2)cc(C)c1O	-8
33	Cn1ccnc1C(NC(=O)C1CCN(S(=O)(=O)c2ccccc2)CC1)c1cccc(F)c1 (centres undefined)	5
34	CCN(CC)S(=O)(=O)c1ccc2c(c1)CCN2CC(=O)Nc1cc(C)on1	-9
35	COc1ccc(C2CCCN2Cn2nc(-c3ccc(C)cc3)n(C)c2=S)c(OC)c1 (centres undefined)	-9
36	COc1cc(OC)cc(C(=O)NCC(=O)NC(C)c2ccc3c(c2)OCCO3)c1 (centres undefined)	10
37	CCOC(=O)c1c(C)[nH]c(C(=O)COC(=O)c2ccc(C)s2)c1C	-4
38	CC1CCN(Cc2nnnn2CC(=O)N2CCN(Cc3cccc(F)c3)CC2)CC1	-1
39	OCCCn1nc(Br)nc1Br	-3
40	C[C@@]1(O)CCN(C(=O)Cc2cccnc2)C[C@@H]1Cc1ccccc1	-36
41	N[C@@H](Cc1ccc(O)c(O)c1)C(=O)O	-16
42	O=C1NC2(O)C3C4CC5C6C4C2C6C1(O)C53 (centres undefined)	-9
43	COc1ccc(C2=NN(C(=O)CSc3nc(=O)n4cccc(C)c4n3)C(c3ccc(C)cc3)C2)cc1 (centres undefined)	-7
44	Cc1oc(-c2ccoc2)nc1CN1C[C@]2(C)C[C@H]1CC(C)(C)C2	3
45	CC(C)Cn1c(CC(C)(C)C)nc2ccccc21	-8
46	COc1ccc(OC)c(C(=O)NC(C)(C)c2nc(C)c(C)s2)c1	-3
47	Cc1cccc(OCC(=O)NCCCn2nc(-c3ccccc3)ccc2=O)c1C	6
48	CN(C)C1CCCN(C(=O)Cc2ccc(O)c(Cl)c2)CC1 (centres undefined)	-1
49	Cc1cccc(S(=O)(=O)N2CCC(NC(=O)c3occc3C)CC2)c1	-15
50	CCCC1=NN(C(=O)c2ccccc2OC)C(O)(C(F)(F)F)C1 (centres undefined)	-49

Compounds listed so far containing an NH in an aromatic ring, in the order listed:
item	Compound	mcGAS RapidFire
9	Cc1[nH]cnc1-c1nccn1Cc1cccc(-n2cccn2)c1	6
14	Cc1[nH]c2ccccc2c1C1=CN2CCS(=O)(=O)N=C2S1	-6
19	CCc1ccc(-c2cnc(C3CC(=O)N(C(C)C)C3)[nH]2)cc1 (centres undefined)	1
37	CCOC(=O)c1c(C)[nH]c(C(=O)COC(=O)c2ccc(C)s2)c1C	-4

Four records picked at random from those above:
item	Compound	mcGAS RapidFire
35	COc1ccc(C2CCCN2Cn2nc(-c3ccc(C)cc3)n(C)c2=S)c(OC)c1 (centres undefined)	-9
26	CN(C)C1CCN(C(=O)CC2c3ccccc3CCc3ccccc32)C1 (centres undefined)	-15
27	CC(=O)OCC(=O)NCCCOc1cccc(CN2CCCCC2)c1	-8&-3&4
40	C[C@@]1(O)CCN(C(=O)Cc2cccnc2)C[C@@H]1Cc1ccccc1	-36

Continued.
item	Compound	mcGAS RapidFire
51	CC(C1CC2CCC1C2)n1c(COc2ccccc2F)n[nH]c1=S (centres undefined)	-2&12
52	CC(=O)Nc1ccc(SC2CCCCC2=O)cc1 (centres undefined)	9
53	COc1ccc(CN2CCN(c3nc4ccccc4s3)CC2)c(OC)c1OC	3
54	O=C(c1ccco1)N1CCCC(N2CCN(c3ccccc3F)CC2)C1 (centres undefined)	-3
55	CN1C(=O)C2(CCN(c3ncnc4c3CCC4)CC2)c2ccccc21	-24
56	O=C(Cn1nnc(-c2cccs2)n1)c1ccc(Cl)s1	-3
57	CCCS(=O)(=O)Nc1cccc(C(=O)N2CCN(Cc3cc(C)no3)CC2)c1	-7
58	CC1CC(C)(C)CC2(C1)NC(=O)N(CC(=O)NCCC(=O)N1CCCC1)C2=O (centres undefined)	1
59	CC(C)c1ccc(S(=O)(=O)N(C)C2CCS(=O)(=O)C2)cc1 (centres undefined)	-14
60	Cc1cc(C)c(S(=O)(=O)Nc2ccc(-n3cccn3)cc2)c(C)c1	-2
61	CC(C)c1cc(C2CCN(Cc3ccc(O)c(Cl)c3)CC2)[nH]n1	-21
62	Fc1c(F)c(N2CCCCC2)c(F)c(F)c1Br	-9
63	O=C(O)c1[nH]ncc1CN1CCCC(c2nc3ccccc3o2)C1 (centres undefined)	-6
64	COc1cc(CN2CCCn3cccc3C2c2ccc(C(F)(F)F)cc2)ccc1O (centres undefined)	-8
65	CC(=O)C1=CNC(=O)N(C(C)=O)C1c1ccccc1 (centres undefined)	-3
66	Cc1cc(C(=O)N(CCc2ccccc2)CC2CCCN(C)C2)nc(C)n1 (centres undefined)	9
67	c1ccc(CCc2nc(CCn3nnc(-c4ccccc4)n3)n[nH]2)cc1	-19
68	N/N=C1\CC(c2ccccc2)Cc2n[nH]c(=O)cc21 (centres undefined)	2
69	Cc1ccc(C2=NN3SC=C(c4ccc(F)cc4)N=C3C(O)(C(F)(F)F)C2)cc1 (centres undefined)	-11
70	CCc1cccc(CC)c1NC(=O)N(C)Cc1ccc(SC)cc1	1
71	O=C(Nc1ccccc1C(=O)NC1CC1)c1cc(Cl)ccc1F	-7
72	COc1cc2c(cc1CN(C)C(C)C(=O)N(C)C)OCCCO2 (centres undefined)	-10&-3
73	Cc1cc(C)cc(C(=O)Nc2nn(C(C)(C)C)cc2C#N)c1	-16
74	CCOc1ccc(-c2ccc(SCCN3CCCCC3)nn2)cc1	-8
75	CC1Cc2cc(S(=O)(=O)Nc3ccc(C#N)cn3)ccc2O1 (centres undefined)	-4&1
76	N#CC(=CC=Cc1ccc([N+](=O)[O-])o1)c1nc2ccccc2[nH]1	5
77	O=C(O)C1CCC(c2ccccc2)N(Cc2ccc(F)cc2F)C1 (centres undefined)	-3
78	CC1(C(=O)Nc2ccc3c(c2)OCO3)CCN1Cc1ccc2ccccc2c1 (centres undefined)	-4
79	c1cc(CNC2COc3ccccc3C2)cc(OC2CCCC2)c1 (centres undefined)	-1
80	CCS(=O)(=O)c1ncc(CN2CCN(c3cnccn3)CC2)n1Cc1ccccc1	-3
81	Cc1ccc(NC(=O)CSC2=NS(=O)(=O)c3ccccc3N2)cc1	-8
82	COc1cccc(CN2CCCOc3c(cccc3OC)C2)c1O	-17
83	O=C1CCCC(=O)C1=C(O)c1ccc(C(F)(F)F)cc1[N+](=O)[O-]	4
84	COc1ccc(OC(=O)N2N=Cc3sccc3B2O)cc1	-5
85	O=C(O)c1c(OCc2cccnc2)nn2ccsc12	-2
86	CC(C)OCCS(=O)(=O)c1ncc(-c2ccccc2)n1C	-1
87	O=C(O)c1cc2c(cc1O)CCCC2	6
88	O=C(c1scc2c1OCCO2)N1CCOC(CCc2ccccc2)C1 (centres undefined)	-2
89	CC(=O)c1ccc(NC(=O)CN2CCCc3c(C(=O)NC(C)C)cccc32)cc1	0
90	CNS(=O)(=O)c1ccc(SCCO)c([N+](=O)[O-])c1	20
91	CSc1ncnc2c1sc1nc3c(cc12)COC(C)(C)C3	-14
92	COCCC(=O)N1c2ccccc2OCC1C (centres undefined)	-5
93	Cc1cnn(CC2CCCN2C(=O)c2cc(Cl)c(Cl)n2C)c1 (centres undefined)	-2
94	Cc1ccc(Oc2ncccc2CNc2ncccc2Cl)cn1	-8
95	CN(Cc1ccc(F)cc1F)C(=O)CN1CCCCCCC1=O	-4
96	Cn1ccc(NC(=O)CNC(=O)c2ccccc2I)n1	-4
97	COc1ccc(C(C)NC(=O)c2ccc(-n3ccc(C)n3)nc2)cc1OC (centres undefined)	-4
98	CN(C)CCN(C)C(=O)CC1(C)N=C(c2ccc(N(C)C)cc2)N(C)O1 (centres undefined)	-15
99	CCOC(=O)C(C)(N)Cc1ccc(O)c(O)c1 (centres undefined)	1
100	CCOC(=O)NC(C(=O)NC1CCCC(C)C1)C(C)C (centres undefined)	-19

New compounds follow.
item	Compound	mcGAS RapidFire
101	COC(=O)c1ccccc1N(C)C(=O)c1cccc(Cl)c1	3
102	CC1c2cccn2CCN1S(=O)(=O)c1cc(Br)ccc1Br (centres undefined)	-8
103	COc1ccc(N2CCCN(c3snc(Cl)c3C#N)CC2)cc1	5
104	Cc1nn(CC(C)C)c(C)c1CC(=O)OC(C)C(=O)Nc1ccccc1F (centres undefined)	-22
105	Cc1nn(C)c(Cl)c1CN(Cc1ccncc1)Cc1ccc(F)cc1	-6
106	CCc1ccc(C(=O)NC2CS(=O)(=O)CC2N2CCCC2)o1 (centres undefined)	-18
107	O=C(OCC(=O)C12CC3CC(CC(C3)C1)C2)c1ncc(Cl)c(Cl)c1Cl	-11
108	COc1ccc(C(=O)N2CCN(C(C(=O)N3CCc4ccccc4C3)C3CCCC3)CC2)cc1 (centres undefined)	-4
109	Cc1ccccc1-n1cnnc1SCC(=O)N1CCN(c2cccc(C(F)(F)F)c2)CC1	-4
110	OCCn1c(-c2ccccc2)cn2c3ccccc3nc12	-2
111	CCCc1nc(C)sc1-c1nnc(N)o1	4
112	CN(Cc1nncn1C)C(=O)[C@H]1C[C@@H](C(=O)O)N(C)[C@H]1c1cccc(Cl)c1	-8
113	Cc1cccc(NC(=O)C(=O)NCCc2nc(C(C)C)no2)c1C	-4
114	CC1CCc2c(C(=O)Nc3ccc4c(c3)OCCO4)csc2C1 (centres undefined)	-3
115	C=C(C)[C@H]1CC=C(C)C(=O)[C@]1(C#N)CCC(C)=O	-5
116	NCCSc1nc2ccccc2[nH]1	-1
117	CCOc1ccc(-c2cnc(C3CCCNC3)[nH]2)cc1OCC (centres undefined)	-7
118	Cn1nnc2c(SCc3cccc4ccccc34)ncnc21	-2
119	Cc1nnc(SCC(=O)NC(CC(C)C)c2ncnn2C)s1 (centres undefined)	-9
120	CCCn1c(C)c(C)n2c3c(=O)n(CCC(=O)OC)c(=O)n(C)c3nc12	-6
121	Cc1cc(C)n(CCC(=O)NCCNC(=O)c2ccccc2Cl)c(=O)n1	0
122	O=C1OC(c2ccc([N+](=O)[O-])cc2)=N/C1=C/C(Cl)=C/c1ccccc1	-10
123	CC(C)(CCCNc1nccnc1C#N)C1OCCO1	0
124	O=C(Cn1nnc(-c2ccc(Br)cc2)n1)c1ccc2c(c1)OCO2	0
125	COC(=O)N(C)C1CCS(=O)(=O)C1 (centres undefined)	-9

Arranged by the number under mcGAS RapidFire (ascending): three of the compounds above.
No. | SMILES | mcGAS RapidFire
105 | Cc1nn(C)c(Cl)c1CN(Cc1ccncc1)Cc1ccc(F)cc1 | -6
116 | NCCSc1nc2ccccc2[nH]1 | -1
124 | O=C(Cn1nnc(-c2ccc(Br)cc2)n1)c1ccc2c(c1)OCO2 | 0

Later entries.
item	Compound	mcGAS RapidFire
126	CNC(=S)NNc1ncc(C(F)(F)F)cc1Cl	-4
127	COc1ccccc1C1CC(c2ccc(Br)cc2)=NN1c1nc(-c2ccccc2)c2cc(Cl)ccc2n1 (centres undefined)	-4
128	CC(=O)NC(CC(=O)OC(C(N)=O)c1ccccc1)c1cccs1 (centres undefined)	4
129	CCN(C(=O)c1ccn(-c2cccc(Cl)c2)n1)c1ccncc1	0
130	CC(=O)Nc1cccc(C(C)NC(=O)NCC2(NC(=O)OC(C)(C)C)CCCCCC2)c1 (centres undefined)	1
131	CCn1cc(-c2ccc(-n3cccn3)cc2)c(C)n1	-18
132	Cc1nc(/C=C/C(=O)NC(C)c2ccc(-n3ccnc3)cc2)cs1 (centres undefined)	-7
